GPR35 arrestin U2OS: GPR35 antagonists blocking zaprinast-driven arrestin recruitment, primary screen, imaging, U2OS, beta-arrestin-GFP, zaprinast agonist (AID 2058); inhibition, % at 10 µM, or IC50 in µM where a hit was titrated; 0.052% of 290,000 active; U2OS GPR35 beta-arrestin-GFP translocation imaging, zaprinast antagonism; higher % means a stronger effect;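 active = inhibition of at least 50% with at least 30 cells and total cytoplasm GFP at most 10,000,000; inconclusive = under 30 cells or total GFP of 10,000,000 plus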
NTR1 ag: agonists of NTR1, primary screen, imaging, U2OS cells, beta-arrestin-GFP, high content (AID 493036) | Neurotensin receptor type 1 (Homo sapiens), P30989 | 0.17% of 330,000 active | activation, % at 20 µM | NTR1-U2OS beta-arrestin-GFP spot imaging, agonist mode;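 active = activation at or above 40% of the spot to cytoplasm intensity ratio, with at least 20 cells analyzed; inconclusive = wells under 20 cells, flagged as cytotoxic or low count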;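 note: 0% = DMSO without peptide and 100% = 100 nM NTR1 peptide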
Target sequence (P30989 whole entry, looked up): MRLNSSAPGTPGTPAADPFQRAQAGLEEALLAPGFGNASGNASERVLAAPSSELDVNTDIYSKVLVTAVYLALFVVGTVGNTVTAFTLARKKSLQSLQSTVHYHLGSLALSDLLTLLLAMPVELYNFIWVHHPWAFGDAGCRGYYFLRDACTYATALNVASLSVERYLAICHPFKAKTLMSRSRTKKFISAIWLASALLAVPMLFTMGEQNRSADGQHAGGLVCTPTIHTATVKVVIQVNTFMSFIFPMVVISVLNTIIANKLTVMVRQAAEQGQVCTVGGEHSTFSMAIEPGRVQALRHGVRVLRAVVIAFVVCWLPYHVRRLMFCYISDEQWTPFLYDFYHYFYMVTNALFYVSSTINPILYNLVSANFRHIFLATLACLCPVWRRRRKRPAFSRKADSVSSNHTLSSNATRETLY
GPR55 LPI antagonism: GPR55 antagonists blocking LPI-driven arrestin recruitment, primary screen, imaging, U2OS, beta-arrestin-GFP, LPI agonist (AID 2013); 0.13% of 290,000 active; inhibition, % at 10 µM; hits with a dose series show IC50 in µM; G-protein coupled receptor 55 (Homo sapiens); U2OS GPR55 beta-arrestin-GFP translocation imaging, LPI antagonism; higher % means a stronger effect;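 active = spots per cell inhibited over 60%, with over 100 cells counted and total cytoplasm intensity under 500,000; inconclusive = wells with under 100 cells, flagged as likely toxic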;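 note: U2OS cells stably carrying GPR55 and arrestin-GFP stimulated by 5 µM LPI near EC80; imaged beta-arrestin-GFP aggregate spots per cell after agonist stimulation; plate controls were LPI-stimulated DMSO wells for no effect and DMSO wells without LPI for full effect; some results filed as inactive read as strong as hits; confirmed hits need IC50 under 10 µM and bright autofluorescent wells are also inconclusive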
NS5 inhibitors: Dengue-2 NS5 methyltransferase inhibitors, primary screen, biochemical, confirmation dose response (AID 588689); Genome polyprotein (Dengue virus type 2 (strain 16681-PDK53)); Dengue-2 NS5 methyltransferase capping enzyme assay, biochemical; higher % means a stronger effect; inhibition, % at 25 µM; hits with a dose series show IC50 in µM; 0.3% of 340,000 active; in the data active = a potency from the dose series; inconclusive = inhibition above about 29% without an active follow-up result
K1F lysis inhibition: inhibition of K1F phage lysis, E. coli UTI89, bacterial capsule biogenesis inhibitors, alamar blue (AID 488966) | E. coli UTI89 K1F phage lysis, alamar blue, 2 h; higher % means a stronger effect | inhibition, % at 100 µM; hits with a dose series show IC50 in µM | 0.02% of 340,000 active;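 active = phage lysis inhibition, versus mean bacterial control, above a set limit; inconclusive = no clear call, values can overlap the other calls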;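 note: capsule biogenesis inhibitors block K1F phage lysis so surviving cells raise fluorescence; higher fluorescence means more inhibition of phage lysis; actives were called in the ten point dose series up to 300 µM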
SIAH1 antagonists: Siah-1 peptide-binding antagonists, primary screen, biochemical, fluorescence polarization, rhodamine-plectin, uHTS (AID 1817) | Siah-1 / rhodamine-plectin peptide fluorescence polarization; higher % means a stronger effect | one-dose displacement, % at 20 µM; IC50 in µM for titrated hits | 0.02% of 290,000 active;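 active = displacement of at least 50% at 20 µM, with a fluorescence ratio check between 0.3 and a set limit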;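 note: plate controls were Siah plus tracer with DMSO for no effect and tracer alone without Siah for full effect; strong numbers were not always called active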
AID2073: inhibitors of Mint1-CaV2.2 protein interaction, biochemical, HTRF (AID 2073) | Voltage-dependent N-type calcium channel subunit alpha-1B (Homo sapiens) | inhibition, % at 20 µM, or IC50 in µM where a hit was titrated | 0.19% of 290,000 active | HTRF protein-protein interaction, Mint1-CaV2.2; higher % means a stronger effect; in the data active = inhibition mostly above about 51%, no sharp cut-off; inconclusive = no clear call, values can overlap the other calls; inactive = mostly below about 53%; note: some results filed as inactive read as strong as hits
HIV peptide binding: inhibitors of HIV fusion peptide binding, primary screen, biochemical, uHTS, fluorescence dequenching (AID 1986). cell-free peptide binding, fluorescence dequenching, 30 min; higher % means a stronger effect. inhibition, % at 20 µM, or IC50 in µM where a hit was titrated. 0.3% of 290,000 active; in the data active = inhibition mostly above about 52%, no sharp cut-off; inactive = mostly below about 76%; note: some results filed as inactive read as strong as hits
GPR55 activation: GPR55 agonists via beta-arrestin recruitment, primary screen, imaging, U2OS cells, beta-arrestin-GFP redistribution (AID 1961). U2OS GPR55 beta-arrestin-GFP redistribution imaging; higher % means a stronger effect. one-dose activation, % at 10 µM; EC50 in µM for titrated hits. 0.048% of 290,000 active;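 active = activation above 40% with more than 50 cells counted in the well; inconclusive = wells holding fewer than 50 cells, flagged as toxic or sparse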;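 note: U2OS osteosarcoma cells stably expressing GPR55 and beta-arrestin-GFP; plate controls were DMSO negative control for no effect and LPI positive control for full effect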
NTR1 ag cell count 20 µM: second read-out of NTR1 ag, no call of its own (marks repeat the call); cell count; measured here: cell count, cytotoxicity flag
NS5 inhibitors pilot replicate: second read-out of NS5 inhibitors, no call of its own (marks repeat the call); inhibition, %; measured here: pilot screen replicate inhibition
* = called active by the depositor; i = inactive; ? = inconclusive; [ ] = dose if it differs, or a comment.

SMILES | GPR35 arrestin U2OS | NTR1 ag | NTR1 ag cell count 20 µM | GPR55 LPI antagonism | NS5 inhibitors | K1F lysis inhibition | SIAH1 antagonists | AID2073 | HIV peptide binding | GPR55 activation | others
COc1ccc(Cn2cnc([N+](=O)[O-])c2)cc1[N+](=O)[O-] | -9% | 1.4 | 61 | -7% | 0% | 0.1% | -1% | 0% | 1.9% | 0.3%
CCc1ccc(-c2cc(C)no2)cc1S(=O)(=O)N1CCN(c2ccc(OC)cc2)CC1 | 2% | 2.1 | 53 | -15% | -5% | 0.2% | 9% | 3% | -0.7% | -0.2%
Cc1ccc(CNc2ncnc3cc(Cl)ccc23)cc1 | 2% | 1.7 | 36 | 2% | -7% | 0.1% | 4% | 6% | -0.2% | 0.0%
CCn1c(C(C)NC(=O)c2ccc(OC)c(OC)c2)nc2ccccc21 (configuration not stated) | 0% | -1.6 | 86 | 4% | -4% | 0.0% | 0% | 1% | -1.0% | 0.7%
O=C(NCc1ccncc1)c1nc(-c2cccs2)no1 | 1% | -1.0 | 90 | 7% | -1% | 0.0% | 4% | -2% | -0.1% | -0.8%
O=C(Cn1[nH]c(=O)c2ccccc2c1=O)Nc1cccc(S(=O)(=O)N2CCCCCC2)c1 | -1% | 6.1 | 73 | 4% | -3% | 5.5% | 1% | 17% | 1.1% | 0.6%
CC(=O)Nc1ccc(NC(=O)CSc2nnc(C3CC3)n2C)cc1 | 0% | -5.6 | 77 | 2% | -6% | -0.1% | -1% | 2% | 26% | -0.2%
COC(=O)COc1ccc(S(=O)(=O)NCCC2=CCCCC2)cc1C | 17% | 8.4 | 56 | 6% | -11% | i | -6% | -6% | 0.8% | -1.0%
CCOc1ccc(N(CC)S(=O)(=O)c2ccc3c(c2)n(C)c(=O)c(=O)n3C)cc1 | 1% | -0.5 | 97 | -4% | 4% | -0.1% | -1% | -6% | 3.8% | -0.1%
COc1ccc(C(=O)Nc2sc3c(c2C(=O)O)CC(C)(C)OC3)cc1 | 8% | 0.7 | 35 | -2% | -1% | 1.5% | 4% | 17% | 1.2% | -0.1%
COc1ccc(OC)c(NC(=O)CSc2nnnn2-c2ccccc2F)c1 | -2% | 0.5 | 36 | 4% | 2% | -0.5% | 2% | -1% | 2.0% | -0.3%
CC(=O)OC1c2ccccc2C(=O)N1Cc1ccccc1 (configuration not stated) | 3% | -2.4 | 61 | -5% | -1% | 0.4% | 1% | 1% | -2.2% | -0.1%
CCOc1ccccc1NC(=O)C(=O)NCC1CCCN1CC (configuration not stated) | -3% | -1.4 | 45 | 22% | -2% | 1.7% | 3% | -8% | -1.8% | 1.0%
COc1ccccc1NS(=O)(=O)c1ccc(O)c(C(=O)OCc2cccc([N+](=O)[O-])c2)c1 | -7% | 0.3 | 47 | 11% | -4% | -0.8% | -2% | 7% | 1.3% | 0.4%
O=C(O)/C=C/C(=O)NNc1ncnc2ccccc12 | 22% | 0.4 | 56 | 2% | 0% | 0.2% | -3% | 0% | -1.1% | 0.0%
CC(=O)NCCc1nc2ccccc2n1Cc1cc(C)ccc1C | 1% | 0.8 | 56 | -8% | 3% | -0.6%[50 µM] | -4% | 45% | 0.0% | -0.1%
CC1(C)CC(=O)C(Sc2ccccc2C(=O)O)=C(O)C1 | -6% | 1.8 | 72 | 20% | 1% | 0.1%[50 µM] | -5% | 5% | 5.2% | -0.2%
CCOC(=O)c1ccc(-c2ccc(CO)o2)cc1 | -6% | -1.3 | 96 | 9% | -13% | 1.1% | 1% | 42% | 4.6% | -0.1%
O=C(Nc1ccc(Cl)c(S(=O)(=O)N2CCOCC2)c1)c1cc(-c2ccccn2)nc2ccccc12 | -5% | 6.2 | 60 | 6% | -9% | 0.6% | 1% | 17% | -1.1% | 1.2%
CCc1nnc(NC(=O)CSc2nnc(-c3cccnc3)n2CC)s1 | -7% | -2.0 | 88 | 7% | 0% | -1.4% | 0% | -2% | 0.2% | 0.2%
CC(C)n1nc(C(=O)Nc2ccccc2N2CCOCC2)c2ccccc2c1=O | -14% | 7.2 | 45 | -13% | 2% | 5.1% | -5% | 9% | 0.1% | 0.3%
CCSc1nsc(NC(=O)Nc2ccccc2OC)n1 | 4% | 3.6 | 59 | -3% | -8% | 0.4% | 0% | 17% | 0.5% | -0.3%
CSCCC(N=C1NS(=O)(=O)c2ccccc21)C(=O)NCCc1ccccc1 (configuration not stated) | 1% | 0.5 | 54 | 17% | 3% | 0.0% | 4% | 6% | 1.1% | -0.1%
O=C1CCC(C(=O)N2CCCCCC2)CN1CCc1ccc(Cl)cc1 (configuration not stated) | 13% | 0.2 | 54 | 0% | 1% | 4.3% | 12% | 9% | 1.3% | 0.2%
COC(=O)C1CCN(C(=O)c2ccc(NC(C)=O)cc2)CC1 | 16% | 5.5 | 72 | 10% | -8% | 0.7% | 7% | 4% | -1.8% | -0.2% | NS5 inhibitors pilot replicate=-3.9
SMILES | GPR35 arrestin U2OS | NTR1 ag | NTR1 ag cell count 20 µM | GPR55 LPI antagonism | NS5 inhibitors | K1F lysis inhibition | SIAH1 antagonists | AID2073 | HIV peptide binding | GPR55 activation | others
CC(=Nc1ccc(C)cc1C)c1sc2ccccc2c1O | -12% | 4.8 | 41 | 11% | -43% | -0.7% | 2% | 7% | 4.0% | 0.1%
Cc1ccccc1C(=O)Nn1cnnc1 | 5% | 0.9 | 53 | -5% | 2% | 0.1% | 1% | -4% | -0.5% | 0.8%
O=C(/C=C/c1cccnc1)c1cccc(O)c1 | 9% | 19 | 47 | 1% | -45% | -0.3% | 4% | 13% | 1.2% | -0.1%
CCC(C)[C@H](NC(=O)N1CCn2c1nc1ccccc12)C(=O)NCc1ccccc1 (some centres not stated) | 4% | -0.1 | 69 | 3% | -6% | -0.1% | -8% | 24% | -0.8% | -0.2%
C/C(=N\NC(=O)c1ccc(F)cc1)c1ccc(N2CCOCC2)cc1 | -13% | -0.9 | 80 | 8% | 6% | 0.1% | 6% | 12% | -0.9% | -0.7%
COc1ccc2c(c1)CCCN2C(N)=O | -8% | -1.5 | 54 | 5% | -1% | -6.2% | -1% | -5% | -1.2% | -0.1%
O=C(CN1CCN(c2ccccc2F)CC1)c1ccc(O)cc1O | 8% | 0.0 | 70 | 7% | -3% | 0.4% | 8% | ? | -1.5% | 0.3%
O=C(CSc1cccc[n+]1[O-])N1CCCCCC1 | -6% | -1.6 | 60 | 0% | 8% | 0.2% | -2% | 20% | 0.4% | 0.1%
S=C(c1ccc(-c2ccccc2Cl)o1)N1CCCCC1 | -11% | 6.0 | 49 | 2% | -9% | -4.1% | -3% | -7% | 0.4% | -0.2%
COc1ccc(-c2nc(C#N)c(NCCCn3ccnc3)o2)cc1OC | -17% | -0.4 | 74 | 12% | 1% | 0.1% | 4% | 12% | -1.3% | -0.1%
COCCCNC(=O)c1ccc(CNS(=O)(=O)c2ccc(NC(C)=O)cc2)cc1 | 0% | 0.2 | 66 | -4% | 3% | -2.1% | -8% | 5% | 1.5% | 0.4%
Cc1ccc(C(=O)O)cc1Nc1ncnc2sc3c(c12)CCC3 | -7% | -0.2 | 73 | 8% | -2% | 0.3% | 7% | 10% | -0.6% | -1.9%
CN(C)C(=O)CSc1cnc2ccccc2n1 | -1% | 3.7 | 81 | -5% | 12% | 0.1% | -2% | 4% | -1.7% | 0.0%
O=C(/C=C/c1ccc(F)cc1)Nc1ccc(S(=O)(=O)Nc2ncccn2)cc1 | 4% | -1.1 | 57 | 2% | -15% | 0.2% | 4% | 15% | 3.2% | 0.6%
O=C(CN1C(=O)NC2(CCCC2)C1=O)Nc1ccc(S(=O)(=O)N2CCOCC2)cc1 | -9% | -1.3 | 47 | 9% | 12% | 1.5% | -6% | -11% | -0.8% | -0.4%
Cc1ccc(O)c(CNc2nc3ccccc3[nH]2)c1 | 3% | -0.6 | 60 | 15% | -9% | 4.5% | 4% | 1% | 1.1% | 0.5%
CC(O)C(=O)N/N=C/c1ccccc1C(=O)O (configuration not stated) | 17% | 0.1 | 92 | -5% | 5% | 0.4% | 1% | 2% | -0.7% | 0.3%
CCNC(=S)Nc1cccc(S(=O)(=O)NC2=NCCC2)c1 | 7% | -1.0 | 69 | 0% | 4% | 0.1% | 2% | -1% | -0.3% | 0.9%
Cc1cc(F)ccc1S(=O)(=O)Nc1ncnc2sccc12 | -2% | -1.4 | 23 | 0% | -4% | -0.2% | -2% | 14% | 0.6% | 0.0%
Cc1cccc(C)c1OCC(=O)OCC(=O)c1ccc2c(c1)NC(=O)CO2 | -5% | 0.8 | 55 | 12% | 8% | -0.1% | -1% | -3% | -2.1% | -0.1%
CCOc1ncccc1C(=O)N1CCCSC1=Nc1ccc(C(C)=O)cc1 | -5% | -1.3 | 40 | 2% | -8% | 0.3% | -6% | -17% | 2.3% | -0.4%
O=C(Nc1ccccc1-c1ccccc1)c1cnccn1 | -5% | 0.8 | 37 | -12% | -3% | 0.8% | 3% | -2% | -2.4% | -0.2%
COC(=O)c1cccc(C(=O)N2CCC(CO)(CCc3ccccc3)CC2)c1 | -1% | 0.6 | 58 | 2% | 0% | 6.8% | 26% | 3% | -0.8% | -0.3%
CC(=O)c1cccc(NC(=O)CSc2nc(C3CC3)nc3ccccc23)c1 | -11% | -0.5 | 47 | -3% | 1% | 0.0% | 4% | 10% | 0.1% | -0.3%
CC(c1ccccc1)C1CC(=O)N(Cc2ccccc2)C1=O (configuration not stated) | -2% | -0.4 | 85 | 17% | -2% | 0.1% | -1% | -7% | -1.1% | 0.1%
COc1ccc(C(=O)CSc2nnc(-c3ccccc3)o2)cc1 | -4% | 2.8 | 49 | -3% | -7% | 0.0% | 0% | -3% | -0.4% | -0.3%
Cc1cc(NC(=O)CSc2nc3ccccc3c(=O)n2Cc2ccc(F)cc2)no1 | -9% | 31 | 80 | 6% | 0% | 0.0% | 2% | 8% | 1.5% | 0.5%
O=C(CNc1ccc2ccccc2c1)N/N=C/c1ccc(OC(=O)/C=C/c2ccco2)cc1 | -18% | 1.5 | 89 | 31% | 0% | -0.1% | 17% | 13% | 7.6% | -0.4%

Assay outcomes deposited in PubChem by several laboratories.
